Screening data (PubChem)
APJ ag = agonists of human apelin receptor APJ, primary screen, CHO-K1 cells, PathHunter beta-arrestin, luminescence | activation, % at 20 µM | 330,000 tested, 0.11% active | 0% DMSO wells, 100% apelin | AID 2520, 2010;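 active = activation more than six SD over the plate average, tested at 20 µM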;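 note: 0% = DMSO alone and 100% = apelin-13 at 10 nM; some results filed as inactive read as strong as hits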
Target sequence (P35414 whole entry, looked up): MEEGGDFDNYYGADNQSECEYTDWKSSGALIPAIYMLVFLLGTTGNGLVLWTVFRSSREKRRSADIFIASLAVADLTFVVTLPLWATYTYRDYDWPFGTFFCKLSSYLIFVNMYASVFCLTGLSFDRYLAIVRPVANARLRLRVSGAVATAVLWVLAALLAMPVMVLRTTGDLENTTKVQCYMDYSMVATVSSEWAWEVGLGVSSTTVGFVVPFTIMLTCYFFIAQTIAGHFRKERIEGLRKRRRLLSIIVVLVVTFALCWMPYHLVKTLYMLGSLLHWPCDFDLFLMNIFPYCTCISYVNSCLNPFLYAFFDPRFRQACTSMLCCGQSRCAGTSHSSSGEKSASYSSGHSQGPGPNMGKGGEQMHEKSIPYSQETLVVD
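system = engineered CHO-K1 APJ arrestin reporter cells | input = 1000 cells per well | timing = overnight seeding, 90 min compound at 25 °C, 1 h detection | measured by = enzyme-fragment complementation luminescence | read-out = beta-arrestin recruitment to APJ as agonist activity, luminescent signal | control set = negative DMSO alone, positive Apelin-13 at 10 nM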
NALP3 yeast inh = NALP3 inflammasome inhibitors in reconstituted yeast, primary screen, luminescence, uHTS | Yeast reconstituted NLRP3/ASC/caspase-1, beta-gal luminescence, 24 h | inhibition, % at 10 µM | 330,000 tested, 0.39% active | AID 2825, 2010;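 active = inhibition of 50% or more; inactive = inhibition below 50%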;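 note: plate controls were induced DMSO wells for no effect and uninduced yeast grown without galactose for full effect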
TIM10 inh = growth inhibitors of isogenic TIM10 control yeast, primary screen, counter-screen for tim10-1 yeast inhibitor project, luminescence, uHTS; S. cerevisiae TIM10 strain growth, BacTiter-Glo luminescence, 24 h; inhibition, % at 10 µM; 330,000 tested, 1.4% active; AID 463195, 2010;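 active = inhibition of 40% or more at the single tested concentration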;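 note: wild-type TIM10 isogenic control strain grown at permissive 25 °C; 0% = DMSO yeast wells and 100% = minimal medium wells without yeast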
GRIN3A LBD mod = binders of NR3A ligand-binding domain, primary screen, biophysical, differential scanning fluorimetry, uHTS | NR3A LBD differential scanning fluorimetry, Tm shift; 0% = protein alone, 100% = glycine-bound protein | Tm shift relative to glycine control, % at 25 µM | 340,000 tested, 2.5% active | AID 1259313, 2017;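 active = melting temperature shift of at least 10% of the positive control shift, at one fixed dose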
Mdm2-MdmX inh = inhibitors of human Mdm2-MdmX association, primary screen, cell-based, luminescence, split luciferase, SaOS-2, uHTS. SaOS-2 split-luciferase Mdm2/MdmX complementation. inhibition, % at 8 µM. Protein Mdm4 (Homo sapiens) + E3 ubiquitin-protein ligase Mdm2 (Homo sapiens), …. 330,000 tested, 3% active;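 active = inhibition of at least 50% at 8 µM in the primary screen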
UPR XBP1 act = activators of adaptive XBP1 UPR arm, primary screen, cell-based, CHO-XBP1 luciferase reporter, luminescence, uHTS; activation, % at 20 µM; 330,000 tested, 0.33% active; AID 463104, 2010; IRE1-XBP1 UPR activation; percent of tunicamycin response, DMSO as zero;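 active = versus positive control, 20 µM dose yields 30% or more activation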;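 note: 100% = tunicamycin at 10 µg/mL and 0% = DMSO only wells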
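Material: IRE1-XBP1 luciferase reporter CHO line / Quantity: one thousand reporter cells per well / Buffer or medium: F12 with 10% serum / Compound: 20 µM single concentration, DMSO 1% / Times: 6 h treatment, 37 °C / Detection: Steady-Glo luciferase glow luminescence, 10 min after reagent addition / Benchmarks: tunicamycin high, DMSO low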
CHOP UPR activ = activators of apoptotic CHOP UPR arm, primary screen, cell-based, CHO-CHOP luciferase reporter, luminescence, uHTS; activation, % at 10 µM; UPR activation; percent of tunicamycin response over DMSO baseline; AID 449763, 2010; 330,000 tested, 0.34% active;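 active = at 10 µM dose, activation of 40% or more, normalized to positive control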;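 note: 100% = tunicamycin at 10 µg/mL and 0% = DMSO alone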
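Dosing – one dose, 10 µM in 0.5% DMSO · System – CHO-CHOP cells, stable luciferase reporter of PERK-eIF2a-CHOP signalling · Input – 500 cells/well · Control set – tunicamycin 10 µg/mL final as positive, DMSO-only wells as negative · Timing – 6 h compound treatment, 37 °C · Measure – % activation vs tunicamycin · Technique – luminescence read with Steady-Glo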
tim23-1 inh = growth inhibitors of tim23-1 mutant yeast, primary screen, luminescence, uHTS | S. cerevisiae tim23-1 growth, BacTiter-Glo luminescence, 24 h | inhibition, % at 20 µM | 330,000 tested, 1.3% active;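 active = growth inhibition of the mutant yeast at or above 50%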;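 note: temperature-sensitive mutant grown at 25 °C; plate controls were DMSO-treated mutant yeast for no effect and medium wells lacking yeast for full effect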
tim10-1 inh = growth inhibitors of tim10-1 mutant yeast, primary screen, luminescence, uHTS | S. cerevisiae tim10-1 ts strain growth, BacTiter-Glo, 24 h | inhibition, % at 20 µM | 330,000 tested, 2.2% active | AID 463190, 2010;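 active = inhibition of at least 40%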;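 note: mutant grown at 25 °C; 0% = DMSO wells with yeast and 100% = wells holding no yeast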
The depositor's hits bear a star; nt = no result given.

smiles,APJ ag,NALP3 yeast inh,TIM10 inh,GRIN3A LBD mod,Mdm2-MdmX inh,UPR XBP1 act,CHOP UPR activ,tim23-1 inh,tim10-1 inh
CCOC(=O)C1=C(C)OC(N)=C(C#N)C1c1ccsc1 (stereo not drawn),-5,2,0,11*,16,-2,0.8,-2,14
O=C(C(=O)N1CCCCCC1)c1c[nH]c2ccccc12,-4,7,5,-1,39,0,1.0,17,21
O=C(COc1ncnc2sccc12)NC1CCCc2ccccc21 (stereo not drawn),0,16,-5,-4,19,-4,0.1,-9,-1
O=C(OCc1cccc(F)c1)c1cc2ccccc2cc1O,-3,0,15,0,-7,6,0.3,94*,7
S=P(N1CC1)(N1CC1)N1CC1,4,10,6,-1,35,-2,3.1,1,1
CC(=O)c1cccc(NS(=O)(=O)c2ccc3c(c2)oc(=O)n3C)c1,-2,8,-2,-1,15,-2,-1.9,-7,15
CCc1c(O)nc(SCC(N)=O)n(-c2ccccc2F)c1=O,-2,20,-1,0,10,-1,0.6,0,4
Cc1ccc(NC(=O)c2sc(Cl)nc2C)c(C)c1,1,8,-5,10,-12,1,1.8,8,-9
Cc1ccc(SCC(=O)Nc2ccccc2C(=O)O)cc1,0,5,-4,5,-52,2,-0.5,9,12
COc1ccc(OCC(=O)N2CCN(S(=O)(=O)c3ccc(Cl)s3)CC2)cc1,-3,17,8,2,10,-4,-0.9,11,-2
Cn1c(CNC(=O)c2ccc(Cl)cc2)nnc1SCC(=O)NC1=NCCS1,0,7,-16,5,-12,-5,0.4,5,-7
O=C(CSCc1ccc([N+](=O)[O-])cc1)NCCSCc1ccccc1,-3,5,-18,2,26,-1,0.1,16,8
O=[N+]([O-])c1ccc(Sc2n[nH]c(-c3ccco3)n2)nc1,-2,4,10,-8,3,-2,-1.1,27,-2
COc1ccc(N2CC(C(=O)NC3CCCCC3)CC2=O)cc1 (stereo not drawn),0,8,-13,1,-3,-3,1.8,5,0
COCCn1c(C)nc2oc3ccc(Br)cc3c(=O)c2c1=O,0,8,-6,1,16,1,0.2,-24,-3

Taken from above:
For TIM10 inh, `Cc1ccc(NC(=O)c2sc(Cl)nc2C)c(C)c1` has -5
For APJ ag, `COc1ccc(OCC(=O)N2CCN(S(=O)(=O)c3ccc(Cl)s3)CC2)cc1` has -3
For UPR XBP1 act, `CC(=O)c1cccc(NS(=O)(=O)c2ccc3c(c2)oc(=O)n3C)c1` has -2

3 of the entries above in order of the Mdm2-MdmX inh value, high to low:
Molecule | Mdm2-MdmX inh
O=C(C(=O)N1CCCCCC1)c1c[nH]c2ccccc12 | 39
COCCn1c(C)nc2oc3ccc(Br)cc3c(=O)c2c1=O | 16
COc1ccc(OCC(=O)N2CCN(S(=O)(=O)c3ccc(Cl)s3)CC2)cc1 | 10

Structures listed so far marked active in GRIN3A LBD mod:
structure | NALP3 yeast inh | GRIN3A LBD mod | Mdm2-MdmX inh | UPR XBP1 act
CCOC(=O)C1=C(C)OC(N)=C(C#N)C1c1ccsc1 (stereo not drawn) | 2 | 11* | 16 | -2

Next section:
smiles,APJ ag,NALP3 yeast inh,TIM10 inh,GRIN3A LBD mod,Mdm2-MdmX inh,UPR XBP1 act,CHOP UPR activ,tim23-1 inh,tim10-1 inh
Cc1c(C)c(C)c(C(=O)C2CCN(c3ccc([N+](=O)[O-])cn3)CC2)c(C)c1C,-1,13,8,2,21,-4,2.1,2,0
COc1ccc(CN2CCC(C(=O)NCCc3ccc(OC)c(OC)c3)CC2)c(OC)c1,-5,-9,-4,0,-7,0,-0.6,1,4
Cc1ccc(C(=O)Nc2cc([N+](=O)[O-])ccc2F)s1,-4,25,9,12*,-5,2,0.7,6,-25
O=C(O)CC1(CC(=O)Nc2ccc(C(F)(F)F)cc2)CCCC1,-1,21,5,0,22,-1,1.6,5,14
COc1ccc(C(=O)N(C)c2ccccc2C(=O)NCCc2ccccc2)cc1,-5,15,18,5,39,1,1.6,27,22
CC(C)N(C(=O)[C@H]1C[C@H](CC(=O)NCC23CC4CC(CC(C4)C2)C3)C(=O)N2CCc3c([nH]c4cc(CCC(=O)N(C)C)ccc34)[C@]12C)C(C)C,nt,nt,4,1,81*,8,9.7,45,23
Cc1oc(-c2cccc(Cl)c2)nc1CS(=O)(=O)CC(=O)NCCCN1CCOCC1,-2,3,-5,-1,20,-2,-1.8,-8,-23
Cc1ccc(N/C=C/C(=O)c2ccc(C)cc2)cc1,-8,18,-20,-29,-66,-5,1.1,6,2
CCOC(=O)C1CCCN(C(=O)/C(=C/c2ccco2)NC(=O)c2ccccc2)C1 (stereo not drawn),-6,16,16,0,15,1,0.2,15,15
CC(C)c1nn2c(=O)cc(COc3cccc(NC(=O)c4ccco4)c3)nc2s1,-2,-2,-1,2,4,-1,-0.7,7,24
Clc1ccc2nc(-c3ccccc3)c(CN3CCOCC3)n2c1,-3,7,-2,1,20,2,1.0,22,18
CCCCCN(C(=O)CCC(=O)OCCOc1cccc(C)c1)c1c(N)n(CCCC)c(=O)[nH]c1=O,5,10,-1,-2,29,-4,0.7,5,-1
N#C/C(=C\c1cccnc1)C(=O)Nc1ccccc1[N+](=O)[O-],3,-1,-1,-1,9,-5,0.6,21,10
C/C(=N\OCC(=O)Nn1c(=O)[nH]c2ccccc2c1=O)c1cccs1,-2,12,6,-1,21,0,11,-2,3
OCC1CCCCN1C(=S)Nc1ccc(Cl)cc1Cl (stereo not drawn),-3,13,13,-1,-4,-2,2.8,14,11
Cc1ccc2c(CSc3nnc(C4CC4)n3N)cc(=O)oc2c1,1,4,-2,-1,19,-1,-2.9,-3,4
Nc1nnc(-c2cccc([N+](=O)[O-])c2)o1,-4,4,-17,-1,17,-2,1.7,20,8
COc1ccc(CN(CC(=O)NC(C)C)C(=O)CCC(=O)Nc2nccs2)cc1,0,24,-10,0,-18,-3,0.3,15,7
O=C(Nc1cccc(O)c1)c1noc2c1CCc1ccccc1-2,4,63*,-8,-7,-177,-5,-2.9,33,15
COc1ccc(N2CCN(C(=O)c3ccc4c(c3)[nH]c(=S)n3c5ccccc5nc43)CC2)cc1,-1,4,4,nt,-18,-2,1.3,14,18
CCOC(=O)N1CCc2c(sc(NC(=O)CN(CC)CC)c2C#N)C1,1,14,3,1,-22,0,-0.2,-16,-3
Cc1ccc(NC(=O)CSc2nc3c([nH]c4ccccc43)c(=O)n2C)cc1,-1,2,-17,-6,38,6,20,6,1
Cc1ccc(OCCn2ncc3ccccc3c2=O)c(C)c1,-4,42,18,0,-20,1,-0.8,6,-1
COc1ccc(C(CNC(=O)c2cccc(S(=O)(=O)N3CCc4ccccc43)c2)N(C)C)cc1 (stereo not drawn),-3,-5,14,1,-13,0,1.2,23,23
NC(=O)c1c(NC(=O)Cn2cnc([N+](=O)[O-])n2)sc2c1CCCC2,2,0,0,0,14,-4,-0.5,2,2
CCCCN(C(=O)c1ccc(Br)o1)C1CCS(=O)(=O)C1 (stereo not drawn),-2,20,-3,1,7,-1,0.8,-1,-5
CCOC(=O)C1=C(C)Nc2ccccc2N=C1NC(=O)C(c1ccccc1)c1ccccc1,-4,-21,-2,-1,-25,-4,-0.3,6,-3
COc1ccc(CCNC(=O)CCSCc2ccccc2F)cc1OC,-4,11,-9,1,15,-7,-1.1,3,13
COCCn1c(=O)c2c(nc3n2CCCN3CCc2ccc(OC)c(OC)c2)n(C)c1=O,-1,14,3,-2,-4,1,0.2,17,15
Nc1cccc(-c2cnc3ccccc3n2)c1,1,16,-5,-1,-60,-6,-2.7,-10,-7
O=C(CCc1ccccc1)NC1CCSC1=O (stereo not drawn),-1,2,4,0,1,-1,-0.3,-6,4
O=C(NCc1ccccc1F)C12CC3CC(CC(C3)C1)C2,-2,15,-13,1,-7,-3,-2.0,13,6
O=C(c1ccc(F)cc1)N1CCN(c2cc(=O)[nH]nc2-c2ccccc2)CC1,-1,29,20,-1,4,0,0.7,11,10
CC1(C)C2(C#N)C(N)=NC3(OCCO3)C12C#N (stereo not drawn),-2,12,-10,-1,0,0,-0.6,-1,-3
COc1ccc(NC(=O)COC(=O)C2CC(=O)N(CCc3ccc(OC)c(OC)c3)C2)cc1Cl (stereo not drawn),-2,16,8,-1,-10,-3,-1.1,0,10
COc1ccc(/C=C/C(=O)NC(C)CCc2ccccc2)cc1OC (stereo not drawn),-2,19,-6,0,6,-1,1.0,-2,12
COc1ccc(/C=C/C(=O)OC(C)CN2CCCCC2)cc1 (stereo not drawn),-4,4,-23,2,22,-3,2.7,-8,-15
COc1cc(NC(=O)COc2ccccc2)ccc1NC(=O)c1ccco1,-1,28,-25,-10,-1,2,-0.5,23,5
c1ccc(OCCCc2nc(-c3ccncc3)no2)cc1,-4,17,3,5,-6,2,-0.7,-7,8
Nc1ccc(C(=O)N/N=C/c2c[nH]c3ccccc23)cc1,-3,2,-3,21*,-14,0,2.5,-1,1
COc1cccc(-c2cc(C(=O)N3CCc4ccccc4C3)no2)c1,-3,4,39,1,-4,-2,-0.2,34,34

Record cards (already shown). Screens in order: APJ ag	NALP3 yeast inh	TIM10 inh	GRIN3A LBD mod	Mdm2-MdmX inh	UPR XBP1 act	CHOP UPR activ	tim23-1 inh	tim10-1 inh
O=C(CCc1ccccc1)NC1CCSC1=O (stereo not drawn) is listed with -1	2	4	0	1	-1	-0.3	-6	4
COc1ccc(/C=C/C(=O)OC(C)CN2CCCCC2)cc1 (stereo not drawn) is listed with -4	4	-23	2	22	-3	2.7	-8	-15
CC1(C)C2(C#N)C(N)=NC3(OCCO3)C12C#N (stereo not drawn) is listed with -2	12	-10	-1	0	0	-0.6	-1	-3

Rows were taken by chance. About 8.2% of those tested had a hit in this group.
